# Menin MLL FP TR: inhibitors of human menin-MLL interaction, mutant MLL peptide. O00255. Menin + Texas Red MLL mutant peptide, fluorescence polarization. Potency, µM (doses to about 61.6 µM), for inactives: at the top dose FP activity change, negative = inhibition, usual class: inhibitors. hit rate 0.23% among 270,000. AID 1768; active = well fitted inhibition curve with a large enough effect in the polarisation, with a control signal flat, not every such curve was filed as active; inconclusive = small, poorly fitted or top-dose-only effect, or effect the other way, or a change in a side signal; inactive = no such curve, though single readings can be large or run the other way; the % refers to the polarisation; note: potency is the fitted concentration of half-maximal effect; % of control where 0% means no effect; many of its hits are not listed in these tables
# Target sequence (O00255 whole entry, looked up): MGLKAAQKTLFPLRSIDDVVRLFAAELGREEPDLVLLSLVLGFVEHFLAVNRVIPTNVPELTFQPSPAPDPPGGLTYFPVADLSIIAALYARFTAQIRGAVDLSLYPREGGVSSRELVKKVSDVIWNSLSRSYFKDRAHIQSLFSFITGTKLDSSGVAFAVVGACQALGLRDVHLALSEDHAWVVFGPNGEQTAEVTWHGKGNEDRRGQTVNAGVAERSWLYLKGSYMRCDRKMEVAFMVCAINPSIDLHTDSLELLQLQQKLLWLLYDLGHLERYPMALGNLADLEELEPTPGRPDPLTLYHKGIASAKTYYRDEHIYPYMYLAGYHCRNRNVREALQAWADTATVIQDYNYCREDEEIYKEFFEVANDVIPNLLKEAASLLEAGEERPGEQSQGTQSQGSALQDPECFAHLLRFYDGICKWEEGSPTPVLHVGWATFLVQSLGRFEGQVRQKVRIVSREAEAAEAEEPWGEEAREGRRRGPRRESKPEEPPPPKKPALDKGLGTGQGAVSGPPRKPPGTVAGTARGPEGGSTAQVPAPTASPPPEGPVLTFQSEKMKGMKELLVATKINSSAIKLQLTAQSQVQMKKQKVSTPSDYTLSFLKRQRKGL
# GALK inh: galactokinase (human) inhibition. P51570. Purified GALK, Kinase-Glo residual ATP luminescence. Potency, µM (series often up to 57.5 µM), for inactives: at the highest dose activity change, negative = inhibition, actives largely listed as inhibitors. hit rate 0.007% among 270,000; note: potency is the fitted concentration of half-maximal effect; % is set by controls: 0 for no effect and ±100 for the full control effect
# Target sequence (P51570 whole entry, looked up): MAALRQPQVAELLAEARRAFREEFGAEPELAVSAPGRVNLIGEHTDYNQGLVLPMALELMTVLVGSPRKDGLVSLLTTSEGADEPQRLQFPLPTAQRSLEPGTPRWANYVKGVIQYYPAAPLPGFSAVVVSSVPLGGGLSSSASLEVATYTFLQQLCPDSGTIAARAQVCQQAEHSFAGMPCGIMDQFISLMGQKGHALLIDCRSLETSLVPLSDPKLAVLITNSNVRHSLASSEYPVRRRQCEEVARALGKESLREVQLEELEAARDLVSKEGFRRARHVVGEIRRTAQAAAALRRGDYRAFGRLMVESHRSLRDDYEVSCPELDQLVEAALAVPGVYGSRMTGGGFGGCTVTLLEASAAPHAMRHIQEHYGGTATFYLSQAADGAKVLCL
#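 Galactose (100 uM) and ATP (35 uM) were turned over by 5 nM GALK for 1 h at RT. Kinase-Glo Plus then converted the remaining ATP into a luminescent signal.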
# FBPA coupling cs: inhibits coupling enzyme system, counter-screen for aldolase hits; hit rate 0.67% among 290,000; coupling enzyme system counterscreen, AmpLite Red fluorescence; activity change, negative = inhibition, % at 58.2 µM, hits read low; in the data active = activity change below about -30%; note: % is set by controls: 0 for no effect and ±100 for the full control effect
#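 Compounds tested against the coupling enzymes alone at 57.5 uM final; readout was AmpLite Red fluorescence (525/598 nm) after 20 min at RT.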
# ASM inhibitor: human S-ASM enzyme inhibition; P17405; Potency, µM (titrated, usually from 57.5 µM), without a hit: at the highest dose activity change, negative = inhibition, most hits filed as inhibitors; hit rate 0.006% among 340,000; placental ASM, HMU-PC fluorogenic substrate, 60 min; note: potency is the fitted concentration of half-maximal effect
#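 HMU-PC0 cleavage (9 uM final) by human placental ASM, 60 min at 37 °C following 10 min compound exposure at RT; stopped at pH 10, fluorescence Ex 386/Em 447 nm.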
# TSG101-PTAP inh: blocks PTAP/TSG101 interaction to inhibit HIV-1 budding; Fluorescence polarization, FITC-PTAP peptide / Tsg101 binding; Potency, µM (titrated, usually from 115 µM), for the others: top-dose activity change, negative = inhibition, usual class: inhibitors; 340,000 tested, under 10 active; AID 493005; active = well fitted inhibition curve with a large enough effect in the main read-out, with a control signal flat, not every such curve was filed as active; inconclusive = small, poorly fitted or top-dose-only effect, or effect the other way, or a change in a side signal; inactive = no such curve, though single readings can be large or run the other way; note: potency is the fitted concentration of half-maximal effect; % of control where 0% means no effect
#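 Fluorescence polarization binding of Tsg101 binding domain (10 uM final) to FITC-labeled PTAP peptide (50 nM final) in HEPES pH 7.5 buffer with NaCl, Tween 20, EDTA, TCEP. Compounds added before peptide; binding 20 min at RT.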
# PKM2 act: PKM2 (human) enzyme activation | purified PKM2, Kinase-Glo ATP luminescence, activation; response scale: 0% is enzyme alone, no compound | hit rate 0.34% among 260,000 | Potency, µM (highest dose often 57.5 µM), without a hit: at the highest dose activation, actives largely listed as activators | P14618; note: potency is the fitted concentration of half-maximal effect; % is set by controls: 0 for no effect and ±100 for the full control effect; nearly all actives have a fitted effect of over 55% in size
#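 Purified hPK-M2 (>95%) run at intermediate activity with 0.1 mM ADP and 0.5 mM PEP in 50 mM imidazole pH 7.2, KCl, MgCl2; 1 h room temperature. ATP formed read by Kinase-Glo luminescence; normalized to uninhibited and no-enzyme controls.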
# B2AR arrestin: agonists driving beta-arrestin recruitment to human beta2-adrenergic receptor; P07550; beta-arrestin recruitment to beta2AR, cell-based reporter; Potency, µM (top dose mostly 46.1 µM), inactives show at the highest dose activation, hits mostly activators; hit rate 0.02% among 330,000; AID 492947;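 note: potency is the fitted concentration of half-maximal effect; 0% = DMSO controls and full agonism = EC100 isoproterenol or metaproterenol; nearly all actives have a fitted effect of over 65% in size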
# Tb PFK inh: inhibitors of T. brucei phosphofructokinase; O15648; T. brucei PFK, ADP-Glo luminescence; Potency, µM (titrated, usually from 57.5 µM), without a hit: at the top dose activity, negative = inhibition, most hits filed as inhibitors; hit rate 0.17% among 330,000; AID 485367;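 note: potency is the fitted concentration of half-maximal effect; 0% = uninhibited 1x PFK enzyme wells and -100% = no-enzyme wells; nearly all actives have a fitted effect of over 60% in size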
#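 In TEA buffer at pH 8.0 with 5 mM MgCl2, enzyme (1.25 nM) converted F6P (0.5 mM) and ATP (0.1 mM) for 45 min at room temperature. ADP product was read by luciferase luminescence.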
# BCR signal inh: inhibitors of chronic active B-cell receptor signaling; AID 493014; Potency, µM (highest dose often 46.1 µM), for the others: at the highest dose ratio change, negative = lower green/red ratio, usual class: inhibitors; ABC-DLBCL IkBa-CBG/CBR reporter, luminescence ratio, 4 h; hit rate 0.05% among 340,000; active = well fitted inhibition curve with a large enough effect in the signal ratio, with a control signal flat, not every such curve was filed as active; inconclusive = small, poorly fitted or top-dose-only effect, or effect the other way, or a change in a side signal; the % refers to the signal ratio;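 note: potency is the fitted concentration of half-maximal effect; plate controls were basal doxycycline-induced cells for no effect and cells given 10 µM MG132 for full effect; MG132 reads +100%, hits lower the ratio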
#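 TMD8 human ABC-DLBCL cells with doxycycline-inducible IκBα–green luciferase fusion and unfused red luciferase, in 0.5% FBS medium; compounds up to 46 uM, 4 h at 37C. Green/red luminescence ratio, filter-overlap corrected, fitted to concentration-response curves.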
# Giardia kill: Giardia lamblia killing | Giardia lamblia trophozoite viability | activity change, % at 7.66 µM, hits read low | hit rate 0.15% among 340,000 | AID 540267; in the data active = activity change below about -80%; inconclusive = between about -30% and that limit;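 note: parasites exposed to compound for two days anaerobically before the ATP read; % is set by controls: 0 for no effect and ±100 for the full control effect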
#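 Giardia trophozoites, 100 cells per well, were exposed to compounds for 48 hrs at 37 deg C under anaerobic conditions; viability was then read as ATP content by bioluminescence after 15-30 min at room temperature.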
# Integrin act MD: activates integrin-mediated alleviation for muscular dystrophy. alpha7betagal myoblasts, beta-gal FDG fluorescence, 48 h. Potency, µM (doses to about 38.3 µM), without a hit: top-dose activation, hits mostly activators. hit rate 0.064% among 350,000;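 note: potency is the fitted concentration of half-maximal effect; 100% = response of the positive control SU9516; nearly all actives have a fitted effect of over 60% in size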
#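 Alpha7betagal+/- myoblasts (passage 13) were plated 16-24 hr, then exposed to compounds (1:260 dilution of DMSO stock) for 48 hours at 37C. After MPER lysis, β-galactosidase reporter activity was read as FDG fluorescence (ex 480/em 540) after 30 minutes.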
# Numbers without * were called inactive; ? = inconclusive; nt = no result given; [ ] = dose if it differs, or a comment. Unless noted, calls come from the whole dose curve; as a rule, active = well fitted curve in the direction sought with a large enough effect; inconclusive = small, poorly fitted or top-dose-only effect, or another doubt; inactive = no such curve, though single readings can be large; an effect the other way counts as inactive or inconclusive. An excerpt, so the mix of outcomes need not match the whole.
Molecule	BCR signal inh	Giardia kill	B2AR arrestin	Menin MLL FP TR	ASM inhibitor	FBPA coupling cs	TSG101-PTAP inh	Tb PFK inh	GALK inh	Integrin act MD	PKM2 act
CCOC(=O)c1c(C)[nH]c(C)c1C(=O)CSc1nc2ccccc2c(=O)n1-c1ccccc1C	?	25	3.3%	10%	-12%	0	-2%	2%	-1%	16%	8%
CCN(C(=O)COC(=O)/C=C/c1cnc2ccccc2n1)C1CCS(=O)(=O)C1 (stereo not given)	?	1	0.2%	0%	-2%	0	2%	9%	10%	-39%	nt
Cc1ccc(NC(=O)CN(C)C(=O)CSc2nc(C)cs2)cc1	0%	5	-0.3%	-3%	-1%	2	0%	-4%	-2%	-14%	3%
CCOC(=O)N1CCN(C(=O)c2cccc(NC(=O)c3ccco3)c2)CC1	?	1	-0.1%	-21%	4%	1	-3%	-1%	0%	7%	5%
CCCCC(=O)Nc1cc(C)c(NC(=O)c2cccs2)cn1	10%	-18	-0.1%	3%	-2%	-2	-1%	0%	0%	-17%	0%
O=S(=O)(Nc1ccc(-c2ccc(N3CCOCC3)nn2)cc1)c1cc(Cl)ccc1Cl	?	-23	-0.2%	nt	nt	nt	0%	-4%	nt	-7%	nt
CCn1c(SCc2ccc(C(=O)Nc3nccs3)cc2)nnc1-c1ccc(N)cc1	?	-1	0.2%	15%	?	-1	-4%	-1%	-3%	-19%	0%
O=C(Nc1ccc(COc2ccccc2)cc1)Oc1ccccc1N1CCOCC1	?	-3	0.2%	nt	2%	0	1%	2%	nt	26%	-20%
COc1ccc(NC2CCCN(C(=O)CCc3cn[nH]c3)C2)cc1 (stereo not given)	?	-14	0.1%	1%	0%	-4	0%	0%	4%	3%	-7%
NC(=O)c1cc2c3ccccc3ccn2c1-c1ccccc1	?	-5	-0.4%	?	-23%	-1	-6%	14%	-2%	-64%[inhibitor]	5%
CC(C)Oc1nc(-c2ccccc2Cl)nc2ccccc12	?	10	-0.4%	nt	-15%	3	-2%	-2%	0%	-4%	0%
CC(C)(C)C(=O)COC(=O)c1ccc(N)c([N+](=O)[O-])c1	-15%	-6	1.0%	9%	-2%	2	-1%	-1%	-1%	-14%	-4%
NC1=NC(=Nc2ccc(Br)cc2)c2ccccc21	?	-6	-0.1%	-13%	-5%	-3	0%	-1%	3%	-11%	-3%
Cc1cc(NCCCN2CCOCC2)n2ncc(-c3ccccc3)c2n1	-1%	2	-0.7%	?	14%	-1	0%	3%	8%	-3%	-4%
COCCNC(=S)N/N=C(\C)c1ccc(OC(F)F)cc1	?	-23	?	nt	2%	3	0%	-2%	-1%	28%	-1%
COc1cc(/C=N/NC(=O)c2ccoc2C)cc(OC)c1O	?	10	0.0%	-12%	18%	0	0%	4%	0%	4%	-7%
O=C(NCCCC1CCCC1)C1CCC(=O)N(Cc2ccc(Cl)cc2)C1 (stereo not given)	?	-22	-1.0%	nt	-1%	nt	-4%	-5%	7%	?	1%
Cc1ccc2c(c1)N(C(=O)NC1CCCCC1)C(C)(C)CC2C (stereo not given)	?	0	0.3%	2%	5%	5	-5%	-3%	-1%	2%	-6%
COc1ccc(NC(=O)C2CCN(S(=O)(=O)c3ccc(OC)c(OC)c3)CC2)cc1	-8%	12	0.1%	1%	-4%	3	-6%	-3%	-5%	-19%	-1%
CCOC(=O)N1CCN(C(=O)C(C)(C)Oc2ccc(Cl)cc2)CC1	0%	-4	0.4%	1%[11.7 µM]	2%	4	0%	-1%	0%	8%	3%
N#Cc1ccc(/C=C/C(=O)c2ccco2)cc1	-6%	?	-0.8%	-14%	3%	0	-1%	-12%	3%	-68%[inhibitor]	2%
CN(Cc1ccco1)S(=O)(=O)c1nnc(NC(=O)c2ccccc2)s1	5%	10	7.4%	nt	0%	nt	-6%	0%	6%	-23%	nt
COc1ccc2nc(Cl)c(C#N)cc2c1	?	-12	-0.2%	13%	8%	3	-2%	-10%	6%	21%	-2%
Cc1ccc(-c2cc(C(=O)N/N=C/c3ccoc3)c3ccccc3n2)cc1	?	-24	0.3%	nt	-1%	nt	-4%	1%	-2%	29%	nt
Cc1cc(C)nc(NCCC(=O)O)n1	2%	-7	0.2%	1%	3%	5	-6%	0%	8%	1%	12%
CCOC(=O)c1sc2nc(C)nc(SCC(=O)N(C)C3CCS(=O)(=O)C3)c2c1C (stereo not given)	-1%	26	0.2%	0%	-7%	3	-7%	-1%	1%	6%	-2%
COc1ccc(-c2csc(N3CCN(C(=O)c4ccco4)CC3)n2)cc1	-1%	12	0.2%	4%[11.7 µM]	-12%	0	0%	1%	2%	-23%	2%
C/C(=N\NC(=O)COc1c(C)cccc1C)c1cccs1	?	3	-0.4%	16%	-2%	1	-5%	1%	-2%	-15%	1%
Cc1cccc(-c2noc(CN(C(=O)c3ccc(Br)o3)C(C)C)n2)c1	?	6	0.2%	-11%	-3%	0	-2%	8%	-1%	2%	1%
CN(C(=O)c1ccc(OC2CCN(C(=O)c3cccnc3)CC2)cc1)C1CCCCC1	0%	9	-0.2%	-3%	4%	2	-3%	0%	-8%	-59%[inhibitor]	-9%
Cc1cc(C)n(C(=O)CCNC(=O)c2ccccc2Cl)n1	6%	-19	-2.3%	13%	3%	1	-4%	2%	-2%	1%	2%
CC1(COS(N)(=O)=O)CCCCC1	-16%	22	-0.6%	-5%	2%	0	-3%	4%	nt	-14%	1%
COc1cccc(/C=C/C(=O)OCC(=O)NC(=O)NC2CCCC2)c1	3%	17	-0.5%	nt	-9%	nt	-2%	-1%	nt	-8%	nt
CC(=O)c1cn(CC(=O)Nc2ccc(C)cc2C)c2ccccc12	0%	-1	0.3%	8%	-1%	2	-4%	0%	-3%	-35%	-1%
C=CCOC(=O)C1=C(C)NC(=O)NC1C1CC=CCC1 (stereo not given)	5%	4	-0.7%	2%	1%	1	0%	-4%	1%	-21%	16%
O=C(NCc1ccncc1)C12CC3CC(CC(C3)C1)C2	0%	-3	-0.2%	1%	1%	4	0%	4%	4%	-13%	-2%
CC(C)OC(=O)CSc1nc(N)c(C#N)cc1C#N	0%	0	-1.5%	-12%	-2%	-1	-4%	11%	0%	-27%	10%
O=C1N[C@H](Cc2ccccc2)COC(=O)[C@H](Cc2ccc(F)cc2)CC/C=C/C[C@H]1CC(=O)N(CCO)Cc1ccccc1	?	5	-1.0%	nt	0%	nt	nt	1%	nt	-18%	nt
CC(C)N1CCC(N2CCN(Cc3cnc(-c4ccccc4)s3)CC2CCO)CC1 (stereo not given)	3%	-1	-0.5%	-8%	-2%	-2	-2%	2%	11%	-26%	5%
CCN(CC(=O)NCc1ccc2c(c1)OCO2)S(=O)(=O)c1ccc(F)cc1	8%	-7	-0.4%	-5%	-1%	2	1%	-23%	8%	24%	-2%
CC(C)C(OC(=O)C1=Cc2ccccc2OC1)C(=O)NC1CCCC1 (stereo not given)	-1%	12	0.1%	4%	7%	0	-5%	1%	0%	-4%	-6%
Cc1ccc(C)c(S(=O)(=O)N2CCCC2CNC(=O)C(=O)NC2CCCCCC2)c1 (stereo not given)	-4%	5	-0.4%	nt	1%	nt	0%	-5%	nt	-18%	nt
Cc1ccc(-c2cc(-c3ccccc3)c(C#N)c(Br)n2)cc1	10%	25	-0.4%	-1%	-2%	3	-8%	0%	0%	-13%	0%
CO/N=C/Cc1c([N+](=O)[O-])c(C)nn1C	-2%	-20	-0.5%	2%	5%	0	-7%	-1%	1%	6%	8%
CCC(C)(C)C(=O)Nc1cc([N+](=O)[O-])ccc1F	-22%	17	-2.3%	6%	0%	0	-5%	-9%	-1%	-19%	-18%
CCSc1nc2ccccc2n1CCC(=O)O	?	-3	-0.1%	26%	6%	4	-1%	-2%	1%	8%	-3%
CN1CCN(C(=S)c2ccc(-c3cc(Cl)ccc3Cl)o2)CC1	?	0	-1.0%	nt	-8%	0	3%	2%	-3%	-17%	0%
O=C(N/N=C1/C(=O)c2cccc3cccc1c23)c1ccc(Cl)cc1	?	-5	0.0%	3%	-21%	0	-6%	?	0%	-21%	19%
NC(=O)c1ccc(NC(=O)CSc2nnc(C3CC3)n2C2CC2)cc1	-1%	7	-0.7%	nt	-1%	nt	-4%	2%	nt	0%	nt

# Assay outcomes: PubChem BioAssay, National Center for Advancing Translational Sciences (NCATS)
